PLK1 PBD block: blocks phosphopeptide binding to human PLK1 polo-box domain; AID 720504; Plk1 PBD binding of FITC phosphopeptide, fluorescence polarization; P53350; Potency, µM, for inactives: max response, negative = inhibition, most hits filed as inhibitors; 360,000 compounds, 2.8% hits; note: potency is the fitted concentration of half-maximal effect; series mostly up to about 57 µM; % is set by controls: 0 for no effect and ±100 for the full control effect; nearly all actives have a fitted effect of over 65% in size
Target sequence (P53350 whole entry, looked up, the tested form may be a part): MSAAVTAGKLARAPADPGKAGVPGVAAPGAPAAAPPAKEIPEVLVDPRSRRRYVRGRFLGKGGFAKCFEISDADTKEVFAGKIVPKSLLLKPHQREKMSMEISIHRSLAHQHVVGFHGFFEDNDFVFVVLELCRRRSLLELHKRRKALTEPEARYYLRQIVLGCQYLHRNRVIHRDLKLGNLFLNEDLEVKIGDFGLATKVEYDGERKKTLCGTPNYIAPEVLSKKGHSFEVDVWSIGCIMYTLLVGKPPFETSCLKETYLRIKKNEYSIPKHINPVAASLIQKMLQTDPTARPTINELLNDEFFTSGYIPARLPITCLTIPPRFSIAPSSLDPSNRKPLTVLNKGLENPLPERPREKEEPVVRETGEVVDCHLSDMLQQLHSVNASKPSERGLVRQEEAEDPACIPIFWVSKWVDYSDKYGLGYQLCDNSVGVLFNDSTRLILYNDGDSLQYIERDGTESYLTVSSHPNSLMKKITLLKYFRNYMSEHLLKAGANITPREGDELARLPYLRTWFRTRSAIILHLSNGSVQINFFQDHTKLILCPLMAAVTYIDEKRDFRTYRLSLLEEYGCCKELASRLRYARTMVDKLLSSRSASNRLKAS
PI5P4Ka inh: inhibitors of human PI5P4K alpha. P48426. PI5P4Kalpha enzyme, ADP-Glo luminescence, 60 min; hits give low values. max response, %. 330,000 compounds, 1.2% hits. AID 652105; active = max response of -50% or lower; inconclusive = between -30% and -50%; inactive = -30% or higher; note: value at the top dose of about 77 µM; % is set by controls: 0 for no effect and ±100 for the full control effect
Target sequence (P48426 whole entry, looked up): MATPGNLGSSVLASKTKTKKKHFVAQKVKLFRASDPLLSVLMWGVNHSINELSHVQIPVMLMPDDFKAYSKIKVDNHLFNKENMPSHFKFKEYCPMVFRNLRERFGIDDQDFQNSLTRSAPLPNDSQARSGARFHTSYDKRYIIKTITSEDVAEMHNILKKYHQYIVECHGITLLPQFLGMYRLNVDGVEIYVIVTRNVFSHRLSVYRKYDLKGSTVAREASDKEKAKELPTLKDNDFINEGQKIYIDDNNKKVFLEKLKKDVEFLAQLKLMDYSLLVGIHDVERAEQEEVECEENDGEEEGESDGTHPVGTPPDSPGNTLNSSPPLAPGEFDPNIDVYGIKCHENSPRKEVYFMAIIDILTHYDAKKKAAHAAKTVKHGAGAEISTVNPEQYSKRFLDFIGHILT
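PI5P4Kalpha ADP-Glo assay; 5 microM ATP final; 60 min RT reaction; HEPES pH 7.4/EGTA/CHAPS, 5% DMSO; controls lacking substrate or enzyme; luminescent end-point.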
aSyn rescue: inhibitors of alpha-synuclein toxicity in yeast; Yeast expressing alpha-synuclein, growth rescue, BacTiter-Glo, 24 h; 370,000 compounds, 0.14% hits; Potency, µM (titrated, usually from 46.1 µM), without a hit: top-dose growth rescue (activation), hits mostly activators; note: potency is the fitted concentration of half-maximal effect; % of control where 0% means no effect; nearly all actives have a fitted effect of over 65% in size
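Screening used galactose-induced yeast with toxic alpha-synuclein levels, exposed to compound for 24 hr at 30 deg C. Cell growth, read with BacTiter-Glo luminescence, gave the measured signal.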
WRN helicase inh: WRN helicase (human) inhibition; Q14191; WRN helicase unwinding, fluorescent forked duplex, kinetic; Potency, µM (doses to about 114 µM), without a hit: at the top dose activity change, negative = inhibition, most hits filed as inhibitors; 360,000 compounds, 0.46% hits; note: potency is the fitted concentration of half-maximal effect; % is set by controls: 0 for no effect and ±100 for the full control effect; nearly all actives have a fitted effect of over 55% in size
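Screening of the MLSMR collection measured strand separation of a quenched forked DNA duplex (100 nM) by 20 nM WRN with 2 mM ATP, all final. Compounds were preincubated with enzyme 15 min at room temperature.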
FUS yeast rescue: FUS proteinopathy suppression in yeast | S. cerevisiae FUS-expressing, growth rescue, OD600, 24 h | Potency, µM (highest dose often 76.6 µM), inactives show top-dose growth rescue (activation), usual class: activators | 390,000 compounds, 0.24% hits | AID 1347120;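 note: potency is the fitted concentration of half-maximal effect; plate controls were DMSO vehicle for no effect and reference control for full effect; nearly all actives have a fitted effect of over 55% in size; some results filed as inactive show a strong effect at the top dose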
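Read-out: OD at 600 nm after 24hr at 30C, reporting rescue of FUS-induced yeast toxicity. Cells at OD 0.005 in galactose (2%) minimal medium; compounds tested in a dilution series; CP55940 titration from 92uM final as control.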
EPAC1 agonist: EPAC1 (human) agonism | O95398 | EPAC1 agonist qHTS, biochemical assay; response scale: 100% = response to 6.5 mM cAMP | 360,000 compounds, 0.073% hits | Potency, µM (series often up to 154 µM), for the others: at the highest dose activation, usual class: activators; note: potency is the fitted concentration of half-maximal effect; nearly all actives have a fitted effect of over 60% in size
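Multi-concentration qHTS readout: loss of Rap1B-bound BODIPY-GDP fluorescence driven by 100 nM EPAC1 with excess GDP (50 uM), monitored kinetically at room temperature; agonist response expressed relative to 6.5 mM cAMP.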
Abeta yeast res: compounds reversing amyloid beta toxicity in yeast. Potency, µM (top dose mostly 46.1 µM), for inactives: top-dose growth rescue, hits mostly activators. AID 1347071. yeast expressing A-beta42, growth rescue, OD600, 48 h; response scale: 0% DMSO, 100% iron-clioquinol control. 410,000 compounds, 0.063% hits; note: potency is the fitted concentration of half-maximal effect; nearly all actives have a fitted effect of over 55% in size
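Yeast growth medium received pinned compounds, then yeast cells expressing toxic A-beta were added; plates incubated at 30 C for 48 hr. Growth read as absorbance at 600 nm, normalized to DMSO and equimolar FeCl3 plus clioquinol controls.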
IL2 activator: IL-2 activation; 360,000 compounds, 0.065% hits; activation, % (series mostly up to about 46 µM); IL-2 activation reporter assay, cell-based qHTS; stimulated with anti-CD3/CD4/CD28 beads; in transgenic mouse T cells; in the data active = activation above about 50%; inconclusive = mostly about 30% to 49%; note: 0% is about no effect
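Screening format: compound pinned onto unstimulated transgenic mouse T cells, 60 min incubation, then anti-CD3/anti-CD4/anti-CD28 bead stimulation for 18 hours at 37 degrees C, followed by EGFP and DsRed detection.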
EPAC1 antagonist: antagonists of human EPAC1. O95398. EPAC1 GEF assay, Rap1b-BODIPY-GDP exchange fluorescence. Potency, µM (highest dose often 115 µM), inactives show at the top dose activity change, negative = inhibition, usual class: inhibitors. 360,000 compounds, 0.14% hits. AID 720709;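 note: potency is the fitted concentration of half-maximal effect; plate controls were vehicle for no effect and positive control for full effect; nearly all actives have a fitted effect of over 50% in size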
Starred values were filed as active, the others as inactive; ? = inconclusive; nt = not tested or not shown; [ ] = remark or other dose. Unless noted, calls come from the whole dose curve; as a rule, active = well fitted curve in the direction sought with a large enough effect; inconclusive = small, poorly fitted or top-dose-only effect, or another doubt; inactive = no such curve, though single readings can be large; an effect the other way counts as inactive or inconclusive.

1	Cc1ccc(C)c(NC(=O)CN(C)C(=O)CC2OC(=O)c3ccccc32)c1 (configuration not stated)
2	Cc1ccccc1Cn1nc(C)c(NC(=O)c2cc3nc(-c4ccco4)cc(C(F)(F)F)n3n2)c1C
3	Cc1ccccc1NC(=O)c1cccc(S(C)(=O)=O)c1
4	Cc1ccc(S(=O)(=O)n2nc(-c3ccco3)nc2SCc2ccccc2)cc1
5	OC1CCCN(Cc2cn(Cc3ccccc3)nc2-c2cc3ccccc3o2)C1 (configuration not stated)
6	CN(C)C(=O)CSc1nnc(Cc2ccccc2)n1Cc1ccco1
7	Cc1ccc(S(=O)(=O)N(CCC(=O)Nc2ccc(OC(F)(F)F)cc2)c2ccccc2)cc1
8	COCCn1c(SCC(=O)NC2CCCCC2)nc2c(c1=O)SCC2
screen / no.	1	2	3	4	5	6	7	8
PLK1 PBD block	-24%	-3%	-6%	-2%	1%	-15%	-6%	-7%
PI5P4Ka inh	5	-10	5	-5	-4	3	15	-3
aSyn rescue	-4%	4%	4%	6%	-3%	4%	16%	5%
WRN helicase inh	-26%	-6%	-4%	-2%	4%	-6%[57.1 µM]	?	4%
FUS yeast rescue	nt	41%	-3%	20%	17%	1%	?	-10%
EPAC1 agonist	6%	7%	5%	6%	6%	-2%	-16%	13%
Abeta yeast res	-17%	-31%[inhibitor]	-17%	-17%	15%	18%	?	1%
IL2 activator	-1.9	0.6	2.4	-1.4	-0.7	0.3	-2.4	-3.5
EPAC1 antagonist	-17%	-1%	-20%	-1%	22%	-11%	-21%	-3%

Four compounds from above with just EPAC1 antagonist, IL2 activator and WRN helicase inh.
nr | mol | EPAC1 antagonist | IL2 activator | WRN helicase inh
5 | OC1CCCN(Cc2cn(Cc3ccccc3)nc2-c2cc3ccccc3o2)C1 (configuration not stated) | 22% | -0.7 | 4%
6 | CN(C)C(=O)CSc1nnc(Cc2ccccc2)n1Cc1ccco1 | -11% | 0.3 | -6%[57.1 µM]
7 | Cc1ccc(S(=O)(=O)N(CCC(=O)Nc2ccc(OC(F)(F)F)cc2)c2ccccc2)cc1 | -21% | -2.4 | ?
8 | COCCn1c(SCC(=O)NC2CCCCC2)nc2c(c1=O)SCC2 | -3% | -3.5 | 4%

The list goes on.
9	CN(C(=O)c1ccc(NC(=O)Cc2cccc(NC(=O)C3CCCN(S(=O)(=O)c4cccc([N+](=O)[O-])c4)C3)c2)cc1)C1CC1 (configuration not stated)
10	O=C(C1CCN(c2nnc(N3CCCC3=O)s2)CC1)N1CCN(c2cccc(C(F)(F)F)c2)CC1
11	C/C(=N\Nc1cc(C)nc(-c2ccccc2)n1)c1cccc([N+](=O)[O-])c1
12	CCOc1ccccc1-n1c(=S)sc2c(=O)n(-c3ccccc3)c(=S)[nH]c21
13	CC1CCCC(C)N1C(=C(Cl)Cl)C(=C1SCCS1)[N+](=O)[O-] (configuration not stated)
14	CC1CCCC(C)N1NC(=S)Nc1ccc(OC(F)F)cc1 (configuration not stated)
15	COc1ccc(CCNc2cc(C)nc(N)n2)cc1OC
16	NC(=S)NN=Cc1nccc2c(C(F)(F)C(F)(F)C(F)(F)F)cccc12
screen / no.	9	10	11	12	13	14	15	16
PLK1 PBD block	-7%	-16%	-12%	3%	-12%	-1%	-7%	3%
PI5P4Ka inh	-10	4	23	-21	2	-8	7	7
aSyn rescue	5%	8%	-11%	8%	-1%	-1%	-5%	7.1µM*
WRN helicase inh	4%	-3%	-5%	-3%[57.1 µM]	3%[57.1 µM]	-23%	5%	1%
FUS yeast rescue	?	25%	-26%	20%	-10%	nt	-35%	38%
EPAC1 agonist	-7%	-12%	6%	0%	-4%	-5%	-4%	-34%[inhibitor]
Abeta yeast res	11%	6%	15%	-24%	?	11%	0%	2%
IL2 activator	0.1	-2.8	-0.5	-3.1	-1.0	0.3	0.4	-4.6
EPAC1 antagonist	-9%	-14%	-17%	-9%	-1%	-3%	9%	-7%

17	Cc1c(Cl)cnc(NC(=O)COC(=O)c2cccc(S(=O)(=O)N3c4ccccc4CC3C)c2)c1Cl (configuration not stated)
18	Cc1ccccc1CN1C(=O)c2ccccc2C1c1nnnn1C(C)C (configuration not stated)
19	COc1cc(C(=O)NCc2ccc(-c3nc4ccccc4o3)cc2)cc(OC)c1OC
20	N/C(Cc1cccc2ccccc12)=N\OC(=O)Cc1cccs1
21	O=C(c1cc(C2CC2)on1)N1CCN(C(c2ccccc2)c2ccccc2)CC1
22	COc1ccc2c(c1)CC/C2=N\OC(=O)c1ccccc1OC
23	CC(C(=O)OCC(=O)Nc1ccc2c(c1)OCO2)N1C(=O)c2ccccc2C1=O (configuration not stated)
24	Cc1cnc(NC(=O)c2ccc(OCC3CCCO3)cc2)s1 (configuration not stated)
screen / no.	17	18	19	20	21	22	23	24
PLK1 PBD block	-6%	-15%	0%	0%	-9%	-24%	-2%	-11%
PI5P4Ka inh	-14	-1	2	-5	0	-2	-12	2
aSyn rescue	12%	6%	0%	2%	0%	-57%[inhibitor]	-16%	-8%
WRN helicase inh	-17%	2%	-6%	5%	-9%	9%	1%	5%
FUS yeast rescue	nt	-4%	-15%	21%	-17%	-17%	15%	8%
EPAC1 agonist	12%	8%	9%	5%	10%	-13%	-8%	8%
Abeta yeast res	2%	0%	15%	-2%	-1%	-43%[inhibitor]	-11%	-11%
IL2 activator	1.5	-0.4	1.4	-0.1	-1.6	2.4	0.3	-0.3
EPAC1 antagonist	-3%	-14%	-6%	19%	-4%	-26%	-11%	2%

25	CCOC(=O)C1=C(O)/C(=C/c2cc(OC)c(O)c(OC)c2)SC1=Nc1ccc(OC)cc1
26	Cc1ccc2c(c1)N(C(=O)CCC(=O)NCc1ccccc1)CC(C)O2 (configuration not stated)
27	NS(=O)(=O)c1cccc(NC(=O)CSc2nnc(C3CC3)n2-c2ccccc2)c1
28	Cc1ccc(NC(=S)NNC(=S)Nc2ccc(C)cc2C)cc1
29	CC(=NOC(=O)c1ccc(I)cc1)c1nccs1
30	COc1ccccc1NC(=O)N1CCC(c2nc3ccccc3o2)CC1
31	O=C(c1ccccc1)c1coc2ccc(O)c(CN3CCOCC3)c12
32	CCn1c(S(=O)(=O)O)nc2ccccc21
screen / no.	25	26	27	28	29	30	31	32
PLK1 PBD block	10%	-5%	1%	11µM*	-3%	0%	21µM*	-6%
PI5P4Ka inh	2	-1	3	-25	-6	0	-17	-6
aSyn rescue	-3%	0%	8%	-21%	-5%	0%	5%	1%
WRN helicase inh	-11%[11.6 µM]	-2%	14%	-17%	-7%	11%	1%	-2%
FUS yeast rescue	-14%	3%	-4%	6%	-15%	-3%	-10%	24%
EPAC1 agonist	7%	1%	1%	6%	-2%	6%	-1%	3%
Abeta yeast res	-6%	13%	-1%	7%	-33%	6%	-20%	7%
IL2 activator	-2.4	-1.6	-0.1	-3.6	-0.3	-0.4	0.2	-3.0
EPAC1 antagonist	-5%	-9%	2%	-14%	-13%	-6%	7%	4%

33	Nc1ncnc2c1ncn2[C@@H]1O[C@H](C(=O)NCC2CCN(Cc3ccccc3)CC2)[C@@H](O)[C@H]1O
34	COc1cc(CC(=O)OCC(=O)NCc2ccco2)cc(OC)c1OC
35	CC1(CCc2ccc3c(c2)OCO3)NC(=O)c2ccccc2N1 (configuration not stated)
36	O=C(Nc1ccc(C#Cc2ccccc2)cc1)C1CC1
37	Cc1n[nH]c(=O)nc1NCc1ccco1
38	COc1cc2[nH]c(=O)n(Cc3ccc(C(=O)NCCCN4CCN(C)CC4)cc3)c(=O)c2cc1OC
39	COc1cc(C#N)ccc1OCC(=O)Nc1ccc(C)c(S(=O)(=O)N2CCOCC2)c1
40	Cc1cccc2cc(C#N)c(SCC(=O)N3CC(=O)Nc4ccccc43)nc12
screen / no.	33	34	35	36	37	38	39	40
PLK1 PBD block	-1%	-5%	8.4µM*	-10%	-9%	-7%	-10%	-2%
PI5P4Ka inh	1	0	?	nt	-6	nt	7	?
aSyn rescue	-4%	-6%	7%	-39%[inhibitor]	1%	-2%	1%	0%
WRN helicase inh	-7%	-5%[11.6 µM]	10%	-6%	-5%	0%	-6%	-33%
FUS yeast rescue	-16%	35%	6%	2%	13%	17%	8%	-10%
EPAC1 agonist	-12%	4%	-1%	11%	-2%	4%	4%	14%
Abeta yeast res	-8%	2%	-16%	-16%	12%	5%	4%	1%
IL2 activator	1.3	11	1.1	-0.1	-0.2	0.4	-0.8	0.0
EPAC1 antagonist	-25%	3%	-8%	-4%	5%	8%	-22%	-5%

41	CC(=O)C1=C(O)C(=O)N(Cc2ccco2)C1c1ccc(F)cc1 (configuration not stated)
42	COC(C[C@H]1O[C@@H]1[C@@H](O)COCc1ccccc1)OC
43	CC(=O)Nc1ccccc1OCC(=O)NCCc1ccc(Cl)cc1Cl
44	Cc1ccc(S(=O)(=O)Nc2nc3n(n2)C(c2ccc(Cl)cc2)CC(=O)N3)cc1 (configuration not stated)
45	O=C(Nc1ccc(-c2csc(Nc3cccc(C(F)(F)F)c3)n2)cc1)c1ccccc1
46	Cc1cc(C)c2nc(-c3ccccn3)cc(C(=O)NCc3cc(C)n(C)n3)c2c1
47	COCC(=O)N(C)CC1CCCN(CCc2ccccc2OC)C1 (configuration not stated)
screen / no.	41	42	43	44	45	46	47
PLK1 PBD block	-2%	-10%	-1%	-3%	-2%	5%	-10%
PI5P4Ka inh	nt	4	-1	0	-27	-8	2
aSyn rescue	-7%	-3%	1%	-12%	-10%	0%	-22%
WRN helicase inh	-1%	-2%	-13%	5%	-4%	-4%	-32%
FUS yeast rescue	4%	-20%	0%	17%	-17%	34%	14%
EPAC1 agonist	0%	-8%	-1%	-8%	-25%	3%	4%
Abeta yeast res	24%	-4%	5%	15%	2%	-5%	-8%
IL2 activator	0.4	-0.1	-1.0	-0.4	-0.4	10	0.3
EPAC1 antagonist	-2%	4%	-11%	6%	-41%	21%	4%

From PubChem BioAssay
